ADAM17 inh = ADAM17 inhibitors, primary screen, biochemical, QFRET; Disintegrin and metalloproteinase domain-containing protein 17 (Homo sapiens), P78536; recombinant ADAM17, EDANS/DABCYL FRET peptide cleavage; inhibition, % at 6.95 µM; 370,000 tested, 0.83% active; AID 720648, 2013;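 active = inhibition above the mean of compounds lying between control limits plus 3 SD, set per campaign, cut at about 8.5% in these data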;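 note: 0% = DMSO-only wells as the low control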
ARFGAP1 inhibitor = inhibitors of rat ARFGAP1 GAP activity, primary screen, biochemical, fluorescence polarization, GDP tracer; ADP-ribosylation factor GTPase-activating protein 1 (Rattus norvegicus), Q62848; 360,000 tested, 0.26% active; AID 651572, 2012; Arfgap1-stimulated ARF1 GTP hydrolysis, GDP FP detection; inhibition, % at 16.5 µM;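 active = inhibition above a per-plate limit, mean inhibition of low control wells plus 3 SD, cut at about 25% in these data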;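 note: 0% = DMSO wells with enzyme and 100% = wells lacking Arfgap1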
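Assay system: purified rat His6-Arfgap1 residues 1-136 (GAP domain); Reagent: human Δ17 ARF1 bound to GTP; Dosing: 16.5 µM single point, 1.26% DMSO; Times: GTP hydrolysis reaction 2 h at 25 °C; Signal: FP, GDP Alexa 633 tracer displaced from anti-GDP antibody, 620/688 nm; Measure: % inhibition from polarization.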
DDE Tn6 FP inh = inhibitors of Tn6 peptide binding to fibrin DD(E), primary screen, biochemical, fluorescence polarization, human fibrin, Tn6 probe. 370,000 tested, 0.21% active. AID 720509, 2013. inhibition, % at 8.3 µM. Fibrin DD(E) TRITC-Tn6 fluorescence polarization displacement. Fibrinogen beta chain (Homo sapiens), P02675;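 active = inhibition above a per-campaign cutoff: mean of compounds within control limits plus 3 SD, cut at about 15% in these data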;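 note: 0% = median of all compound wells on the plate and 100% = blocking peptide control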
Tn7 DDE FP = inhibitors of Tn7 peptide binding to fibrin DD(E), primary screen, biochemical, fluorescence polarization, human fibrin, Tn7 probe. Fibrinogen beta chain (Homo sapiens), P02675. FP displacement of FITC-Tn7 peptide from fibrin DD(E); 0% = median of compound wells per plate. inhibition, % at 8.3 µM. 370,000 tested, 0.13% active. AID 720508, 2013;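 active = inhibition above the mean of compounds falling within the control limits plus 3 SD of them, cut at about 14% in these data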;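 note: 0% = plate median of compound wells and 100% = 10 µM Aha-Tn7 peptide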
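Test system: human clot-derived fibrin DD(E) complex / Quantity: 2 µM final DD(E) protein / Incubation: 10 min plus 3 h, room temperature / Measured by: fluorescence polarization / Benchmarks: high control of 10 µM Aha-Tn7 peptide / Replicates: singlicate testing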
PLCg1 inh = PLC-gamma1 enzyme inhibitors, primary screen, biochemical, fluorescence, purified enzyme | 1-phosphatidylinositol 4,5-bisphosphate phosphodiesterase gamma-1 (Homo sapiens), P19174 | fluorogenic substrate | inhibition, % at 12.2 µM | 370,000 tested, 0.84% active; in the data active = inhibition above about 9.5%
ADAM10 inh = human ADAM10 inhibitors, primary screen, biochemical, QFRET, HTS; Disintegrin and metalloproteinase domain-containing protein 10 (Homo sapiens), O14672; recombinant ADAM10, EDANS/DABCYL FRET peptide cleavage, 3 h; inhibition, % at 7 µM; 370,000 tested, 0.62% active; AID 720582, 2013;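 active = inhibition above a per-campaign cutoff equal to the mean of compounds falling between control-based bounds plus 3 SD, cut at about 20% in these data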;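 note: 0% = DMSO wells while the 100% control is not disclosed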
ASAP1 inh = inhibitors of human ASAP1 ArfGAP activity, primary screen, biochemical, fluorescence polarization; ASAP1-stimulated ARF1 GTP hydrolysis, GDP FP detection; 360,000 tested, 0.19% active; inhibition, % at 16.5 µM; in the data active = inhibition above about 25%;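 note: 0% = vehicle with enzyme and substrate and 100% = no enzyme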
Target sequence (Q9ULH1 325-724 limits assumed): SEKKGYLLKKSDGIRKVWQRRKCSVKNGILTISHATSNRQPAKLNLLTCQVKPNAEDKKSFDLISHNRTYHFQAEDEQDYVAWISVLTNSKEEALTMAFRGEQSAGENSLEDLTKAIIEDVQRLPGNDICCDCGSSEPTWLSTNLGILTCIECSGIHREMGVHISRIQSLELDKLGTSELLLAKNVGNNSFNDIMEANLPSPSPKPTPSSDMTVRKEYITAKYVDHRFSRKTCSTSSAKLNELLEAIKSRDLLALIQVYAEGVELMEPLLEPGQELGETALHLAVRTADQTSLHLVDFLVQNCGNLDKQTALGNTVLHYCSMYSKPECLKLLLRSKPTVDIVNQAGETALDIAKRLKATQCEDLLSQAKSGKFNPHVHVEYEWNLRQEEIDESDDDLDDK
KLK7 zymogen act = proKLK7 zymogen activators, primary screen, biochemical, fluorescence intensity. Kallikrein-7 (Homo sapiens), P49862. purified proKLK7, EDANS-DABCYL substrate fluorescence; 100% is mature enzyme control, 0% vehicle. activation, % at 7 µM. 370,000 tested, 0.9% active;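 active = activation above the mean of all tested compounds plus 3 SD, computed per campaign excluding outliers beyond control limits, cut at about 13% in these data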
Target sequence (P49862 whole entry, looked up): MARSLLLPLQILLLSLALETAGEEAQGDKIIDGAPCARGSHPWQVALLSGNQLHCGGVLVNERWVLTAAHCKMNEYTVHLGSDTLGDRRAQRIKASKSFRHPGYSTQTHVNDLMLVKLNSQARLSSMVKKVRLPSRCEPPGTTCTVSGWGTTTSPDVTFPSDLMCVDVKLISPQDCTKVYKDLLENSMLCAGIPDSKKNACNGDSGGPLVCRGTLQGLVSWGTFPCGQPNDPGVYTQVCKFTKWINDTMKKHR
LEDGF integ inh = blockers of LEDGF/p75-dependent integrase strand transfer – biochemical, TR-FRET, high throughput, primary screen. AID 743269, 2014. inhibition, % at 3.7 µM. HIV-1 integrase (with human LEDGF/p75). TR-FRET IN-LEDGF/p75 DNA integration, Eu/Cy5. 370,000 tested, 0.64% active;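 active = inhibition above the screen-wide mean plus 3 SD, cut at about 13% in these data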;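 note: signal is the Cy5 over europium emission ratio at 671 and 618 nm; 0% = plate median of compound wells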
TDP2 inh = human TDP2 enzyme inhibitors, primary screen, biochemical, epi absorbance, recombinant enzyme; inhibition, % at 12.8 µM; AID 720702, 2013; 370,000 tested, 0.34% active; Tyrosyl-DNA phosphodiesterase 2 (Homo sapiens), O95551; T5PNP hydrolysis, p-nitrophenol absorbance 415 nm;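 active = inhibition above the mean of all tested compounds plus 3 SD, set per campaign, cut at about 25% in these data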;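 note: 0% = DMSO with enzyme and 100% = buffer with substrate but no TDP2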
Target sequence (O95551 whole entry, looked up): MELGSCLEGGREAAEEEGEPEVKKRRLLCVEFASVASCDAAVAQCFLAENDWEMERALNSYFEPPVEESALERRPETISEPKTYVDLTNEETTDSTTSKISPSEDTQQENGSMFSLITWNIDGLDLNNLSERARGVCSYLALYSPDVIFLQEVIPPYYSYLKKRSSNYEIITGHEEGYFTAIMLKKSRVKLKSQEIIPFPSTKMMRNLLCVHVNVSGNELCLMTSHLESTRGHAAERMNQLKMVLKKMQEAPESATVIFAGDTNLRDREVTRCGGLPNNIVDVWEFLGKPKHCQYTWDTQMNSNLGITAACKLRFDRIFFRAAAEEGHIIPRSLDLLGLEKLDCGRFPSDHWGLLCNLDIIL
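System – recombinant human TDP2 · Quantity – TDP2 enzyme at 120 nM final · Doses – single concentration, 12.8 µM nominal, with 1% DMSO · Incubation – 2 h at 37 °C · Measured by – epi absorbance of p-nitrophenol freed from T5PNP by hydrolysis · Read-out – % inhibition relative to enzyme-containing and enzyme-free wells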
Numbers without * were called inactive; · = not tested or not shown.

SMILES	ADAM17 inh	ARFGAP1 inhibitor	DDE Tn6 FP inh	Tn7 DDE FP	PLCg1 inh	ADAM10 inh	ASAP1 inh	KLK7 zymogen act	LEDGF integ inh	TDP2 inh
CCOCCn1c(SCCc2ccccc2)nc2c1c(=O)[nH]c(=O)n2C	1	5	2	1	4	0	9	0.0	6	7
c1ccc(OCc2nn3c(-c4ccccn4)nnc3s2)cc1	2	3	4	7	-1	0	2	0.1	1	-4
CC1(C(=O)NS(=O)(=O)C2CC2)CCCN(C(=O)c2ccccc2OC(F)(F)F)C1 (stereo unspecified)	0	21	4	-6	2	1	-2	0.2	1	-12
O=C(NCC(O)c1ccc([N+](=O)[O-])cc1)C1=COCCO1 (stereo unspecified)	-1	18	0	4	-2	-3	0	0.0	3	-4
Cc1ccc(OS(=O)(=O)c2cn(C)c(=O)n(C)c2=O)cc1C	-6	-2	-3	2	-1	-3	9	-0.1	0	4
CCOC(=O)C1(CCC(=O)OCc2ccccc2)CCCCC1=O (stereo unspecified)	-1	-13	2	6	1	-9	5	-0.2	0	2
COCCNC(=S)N/N=C(\C)c1cccc([N+](=O)[O-])c1	-3	2	-4	6	0	2	1	-0.8	-2	3
O=C(COC(=O)CNC(=O)c1ccc(Cl)cc1Cl)NC1CCCCC1	-8	27*	-5	8	5	-5	0	-0.5	-5	-5
N#CC1=C(N)NC(=S)C(C(N)=O)C1c1ccc(Cl)cc1Cl (stereo unspecified)	2	-2	-8	-4	-4	2	10	0.2	1	-9
c1ccc(CSc2ccc(-c3cccnc3)nn2)cc1	0	0	3	-1	-1	2	-4	-0.3	2	15
CCCS(=O)(=O)n1nc(-c2ccc(C)cc2)cc1N	-2	-11	5	14*	1	-4	-3	-0.4	0	4
CC(=O)c1ccc(NC(=O)CSc2nc3nn(-c4ccccc4)c(=O)c-3c3n2CCCCC3)cc1	6	-1	-8	-3	5	-6	5	-0.1	-1	-1
COc1ccc(OCC(O)CN2C(=O)NC(C)(C)C2=O)cc1 (stereo unspecified)	-2	-5	-6	2	0	-8	-4	0.7	-5	-10
CCOC(=O)/C(C)=N/NC(=O)c1cccc([N+](=O)[O-])c1	-1	6	2	-4	0	2	9	-0.2	6	3
Cc1ccccc1-c1nnc(SCC(=O)Nc2ccc3c(c2)OCCO3)n1N	-1	5	8	-1	4	-1	2	0.6	-1	9
CSCC[C@H](NC(=O)[C@@H]1Cc2ccccc2CN1)C(=O)NC(C)c1ccccc1 (stereo partly specified)	-3	-7	-3	2	2	-1	-9	0.8	-3	-3
O=C(Nc1ccc2c(c1)OCCO2)c1c[nH]c(=O)n(-c2ccc(F)c(Cl)c2)c1=O	-5	-9	-8	-1	-3	-2	15	-0.3	-1	-1
CCOc1ccc(NC(=O)CNC(=O)c2cccs2)cc1	-4	9	2	-3	-1	5	-8	0.4	1	7
CCCCn1nc(C(=O)Nc2ccc3c(c2)OCO3)c2ccccc2c1=O	0	7	-2	-2	2	-4	8	0.8	-3	0
COC(=O)[C@]1(CC(C)C)N[C@H](c2ccc(-c3ccc(C(C)=O)cc3)cc2)[C@@H]2C(=O)N(C)C(=O)[C@@H]21	-4	5	-2	9	-3	-12	2	-0.2	4	-5
Cc1ccccc1C(=O)NNC(=O)C1CC(=O)N(Cc2ccccc2)C1 (stereo unspecified)	-2	2	-6	7	-2	-6	13	-0.5	-9	-5
COc1ccccc1CNCc1ccc(OC)c2ccccc12	-2	10	9	-2	2	-11	-5	0.2	-5	9
CCC(C)NC(=O)Nc1ccc2c(c1)N(C)C(=O)c1ccccc1S2 (stereo unspecified)	2	10	3	10	-1	11	9	0.5	-1	-1
COc1ccc2c(c1)CC(C(=O)Nc1ccc(Cl)cc1)/C(=N/O)O2 (stereo unspecified)	2	0	-7	7	-7	8	-5	-0.5	-2	-2
C=CCn1c(SCc2c(C)noc2C)nnc1C1COc2ccccc2O1 (stereo unspecified)	-2	2	-1	-3	0	4	0	-0.1	0	10
COc1ccc(CCOC(=O)c2cccc(NC(C)=O)c2)cc1	-3	3	-4	-1	5	5	-3	-0.6	-2	4
COc1ccc(CCNC(=O)c2ccc(CN3CCOCC3)cc2)cc1	-6	10	-5	0	1	5	-13	0.1	-1	2
CC(=O)c1ccc(N(C(=O)c2csnn2)C(C(=O)NC2CCCC2)c2ccccc2)cc1 (stereo unspecified)	4	6	1	-5	11*	2	11	-0.1	7	-22
O=C(CN1CCOc2ccccc21)N1CCN(c2cccc(Cl)c2)CC1	-1	1	-11	2	-5	-7	3	0.1	4	12
CC(SCc1ccccc1)C(=O)Nc1ccccc1 (stereo unspecified)	-2	-1	2	-5	2	8	2	0.2	3	-3
CC(Oc1cc2oc(=O)c3c(c2cc1Cl)CCCC3)C(=O)NCc1cccnc1 (stereo unspecified)	-6	-3	2	1	-2	-20	-7	-0.3	2	14
COC(=O)c1nn(-c2ccccc2)c(=O)cc1Oc1ccccc1	-2	-7	-4	-2	2	-9	12	-0.2	0	6
COCCN1Cc2cccc(C(=O)Nc3c(C)cccc3C)c2C1=O	0	-5	0	1	1	5	0	0.5	5	2
C[C@@H]1CCN(C2CC2)S(=O)(=O)c2c(cccc2N2CC[C@H](O)C2)O1	-4	·	4	-5	-2	-1	·	0.0	3	-3
COc1ccc(S(=O)(=O)N(C)C[C@H]2Oc3ccc(NC(=O)c4ccncc4)cc3C(=O)N([C@H](C)CO)C[C@@H]2C)cc1	-3	9	-3	-2	2	-6	10	0.3	0	8
OC(COc1ccc(Cl)cc1)CN1CCN(c2ccccn2)CC1 (stereo unspecified)	-2	7	-1	-6	0	-2	-7	0.7	5	-5
CCC(C)NC(=O)c1ccccc1NC(=O)CN(c1cc(C)ccc1OC)S(C)(=O)=O (stereo unspecified)	-2	8	9	-3	-4	-6	5	0.1	-1	-9
CCOc1ccc(NC(=O)c2ccccc2NC(=O)CN2CCCCCC2)cc1	2	11	-2	-4	2	-3	-2	0.0	2	7
Cc1ccc(NC2=C(Cl)C(=O)OC2OC(=O)c2ccc(C)cc2)cc1 (stereo unspecified)	9.0*	3	-8	1	-6	2	5	0.7	5	1
O=C(/C=C/c1ccccc1)NNC(=O)c1cccc(Cl)c1	-3	20	-8	3	1	-10	9	-0.2	-3	-16
O=C(c1ccccc1N(Cc1ccccc1)S(=O)(=O)c1ccccc1)N1CCOCC1	1	0	-4	-8	3	4	-3	0.9	-1	-7
Cc1ncc(N=Nc2ccccc2)c(-c2ccccc2)n1	0	6	4	-2	1	0	-2	-0.2	0	-5
O=C(CSCc1ccc(Br)cc1)N1CCOCC1	-4	17	-3	5	1	-3	-6	-0.2	2	-6
COc1ccc(NC(=O)CN(C)C(=O)c2ccccc2OCC(=O)Nc2cccc(C(F)(F)F)c2)cc1	-1	4	-6	5	1	4	2	-0.4	2	16
COC(=O)CC(=O)CSc1nc2c(cc1C#N)CCC2	-10	0	-6	-2	-90	-29	7	8.5	1	-9
O=C(NCc1ccc(Cl)cc1)C(=O)c1cn(CC(=O)N2CCOCC2)c2ccccc12	-2	17	-7	-12	-2	7	4	0.4	-1	8
Cc1ccc(OCC(O)CN2CCOCC2)cc1C (stereo unspecified)	-2	6	8	5	3	-4	3	-0.6	2	7
CCOc1ccccc1NC(=O)NNC(=O)CCc1ccc(OC)cc1	-6	-4	-2	4	2	-60	-9	-0.9	-4	2
COc1ccc(-n2cc(-c3ccccc3)c3c(=O)[nH]cnc32)cc1	4	0	-2	-4	4	4	9	-0.4	1	-2
C/C(N)=C(/C#N)C(=O)CSc1nc2ccccc2n1CC(C)C	2	-2	1	2	1	0	-5	-0.7	-4	2
Oc1ccccc1-c1nc(N2CCN(Cc3ccccc3)CC2)c2ccccc2n1	-4	5	-5	-7	-3	-3	6	0.5	0	0
O=C(CNC(=O)C1CCCCC1)NNC(=O)c1ccc(Cl)cc1Cl	-3	2	2	-1	2	-8	-1	-0.1	0	-7
Cc1ccc(NC(=O)c2cc(S(=O)(=O)N3CCCCC3)c[nH]2)cc1F	-1	1	-3	-1	-2	-9	-4	0.0	-1	0
Cc1cc(OCC(=O)OCC(=O)NCc2ccco2)ccc1Cl	2	0	-1	2	-3	0	1	-0.2	3	0
COC(=O)N1CC(c2ccccc2)CC1=O (stereo unspecified)	-2	-4	-1	1	3	7	-13	-0.2	-1	3
O=c1[nH]c(CN2CCN(c3ccccc3O)CC2)nc2ccccc12	1	-6	0	0	-6	1	4	-0.6	-2	-7
CN1OC[C@@H]2CN(C(=O)C(C)(C)C)[C@H](c3cccc(Oc4ccccc4)c3)C[C@@H]21	-3	6	2	-2	-2	-10	-10	0.7	-2	-3
O=C(NCC(=O)N(Cc1cccs1)C(C(=O)NC1CCCC1)c1ccncc1)c1ccco1 (stereo unspecified)	0	-10	1	1	0	-1	2	1.3	-1	9

Filtered by structure, the compounds so far with a thiophene ring, fused or not (2)
SMILES	ADAM17 inh	ARFGAP1 inhibitor	DDE Tn6 FP inh	Tn7 DDE FP	PLCg1 inh	ADAM10 inh	ASAP1 inh	KLK7 zymogen act	LEDGF integ inh	TDP2 inh
CCOc1ccc(NC(=O)CNC(=O)c2cccs2)cc1	-4	9	2	-3	-1	5	-8	0.4	1	7
O=C(NCC(=O)N(Cc1cccs1)C(C(=O)NC1CCCC1)c1ccncc1)c1ccco1 (stereo unspecified)	0	-10	1	1	0	-1	2	1.3	-1	9

Assay outcomes as filed in PubChem BioAssay.
